TrxR1 inh: qHTS Assay for Inhibitors of Mammalian Selenoprotein Thioredoxin Reductase 1 (TrxR1): qHTS; Thioredoxin reductase 1, cytoplasmic (Rattus norvegicus), O89049; Potency, µM (top dose mostly 114 µM), for inactives: top-dose activity change, negative = inhibition, actives largely listed as inhibitors; recombinant rTrxR1, NADPH fluorescence consumption, selenite substrate; 390,000 compounds, 1% hits; note: % is set by controls: 0 for no effect and ±100 for the full control effect; nearly all actives have a fitted effect of over 65% in size
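Rat TrxR1 (90 nM in the dispensed reagent) was pre-reduced with 400 uM NADPH for 5 min at room temperature, then incubated with compound for 15 min. After 400 uM selenite was added, NADPH fluorescence (Ex 340/Em 450 nm) was followed for 8 min.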
JMJD2A Tudor: qHTS Assay for Inhibitors of JMJD2A-Tudor Domain; Lysine-specific demethylase 4A (Homo sapiens), O75164; AlphaScreen JMJD2A-Tudor / H3K4me3 peptide binding; Potency, µM (top dose mostly 114 µM), for the others: top-dose activity change, negative = inhibition, hits mostly inhibitors; 390,000 compounds, 4.4% hits; AID 504339, 2011; note: % is set by controls: 0 for no effect and ±100 for the full control effect; nearly all actives have a fitted effect of over 50% in size
Target sequence (O75164 whole entry, looked up, the tested form may be a part): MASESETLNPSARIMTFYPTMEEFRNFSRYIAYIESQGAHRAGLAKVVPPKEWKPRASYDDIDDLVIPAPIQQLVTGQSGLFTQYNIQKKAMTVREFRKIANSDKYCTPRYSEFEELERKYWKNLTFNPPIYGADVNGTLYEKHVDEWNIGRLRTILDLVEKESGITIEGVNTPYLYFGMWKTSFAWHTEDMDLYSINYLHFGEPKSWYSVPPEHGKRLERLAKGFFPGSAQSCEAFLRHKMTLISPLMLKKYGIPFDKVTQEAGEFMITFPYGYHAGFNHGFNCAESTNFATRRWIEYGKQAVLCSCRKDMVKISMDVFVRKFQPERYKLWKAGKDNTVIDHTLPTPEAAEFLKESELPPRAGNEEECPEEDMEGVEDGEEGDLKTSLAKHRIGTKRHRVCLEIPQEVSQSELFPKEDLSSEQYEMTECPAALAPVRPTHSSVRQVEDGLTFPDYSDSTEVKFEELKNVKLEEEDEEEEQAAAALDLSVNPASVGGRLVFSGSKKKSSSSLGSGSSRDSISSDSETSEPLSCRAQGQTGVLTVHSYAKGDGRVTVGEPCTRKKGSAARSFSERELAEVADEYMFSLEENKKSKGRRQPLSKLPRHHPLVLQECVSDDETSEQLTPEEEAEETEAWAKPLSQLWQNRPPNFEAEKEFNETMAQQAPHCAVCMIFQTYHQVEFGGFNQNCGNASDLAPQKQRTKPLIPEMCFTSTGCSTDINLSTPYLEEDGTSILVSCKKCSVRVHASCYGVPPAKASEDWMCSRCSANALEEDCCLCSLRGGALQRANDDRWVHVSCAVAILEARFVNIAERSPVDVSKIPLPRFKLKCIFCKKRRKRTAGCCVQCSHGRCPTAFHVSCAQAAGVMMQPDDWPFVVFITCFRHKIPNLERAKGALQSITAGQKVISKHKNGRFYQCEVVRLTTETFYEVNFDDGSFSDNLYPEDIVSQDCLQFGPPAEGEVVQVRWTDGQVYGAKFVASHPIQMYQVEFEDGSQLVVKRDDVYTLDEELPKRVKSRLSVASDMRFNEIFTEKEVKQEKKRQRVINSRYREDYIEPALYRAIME
GLS inhibitor: qHTS for Inhibitors of Glutaminase (GLS) | GLS enzymatic activity, qHTS titration | 410,000 compounds, 0.21% hits | Potency, µM (top dose mostly 45.5 µM), inactives show top-dose activity change, negative = inhibition, most hits filed as inhibitors; note: % is set by controls: 0 for no effect and ±100 for the full control effect
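hKGA in 45 mM KH2PO4 pH 8.2, 0.02% Tween-20 with pin-transferred compounds; 1 mM L-glutamine (stock) plus glutamate oxidase/HRP/Amplex Red coupling added. Fluorescence read initially and after 30 min at RT.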
Pin1 inh: qHTS Assay to Find Inhibitors of Pin1 | Pin1 FP peptide displacement, HiFluor488, 10 min | Potency, µM (series often up to 115 µM), for inactives: at the top dose activity, negative = inhibition, most hits filed as inhibitors | 390,000 compounds, 0.009% hits; active = well fitted inhibition curve with a large enough effect in the polarisation, with a control signal flat, not every such curve was filed as active; inconclusive = small, poorly fitted or top-dose-only effect, or effect the other way, or a change in a side signal; inactive = no such curve, though single readings can be large or run the other way; the % refers to the polarisation; note: % is set by controls: 0 for no effect and ±100 for the full control effect
ALOX12 inh: Primary qHTS assay for inhibitors of human arachidonate 12S-lipoxygenase (ALOX12): Round 2; Polyunsaturated fatty acid lipoxygenase ALOX12 (Homo sapiens), P18054; purified 12hLO, xylenol orange hydroperoxide absorbance; Potency, µM (titrated, usually from 108 µM), without a hit: top-dose activity change, negative = inhibition, usual class: inhibitors; 580,000 compounds, 1.1% hits; AID 1671190, 2021; note: % is set by controls: 0 for no effect and ±100 for the full control effect
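Hydroperoxide product was detected by ferrous iron/xylenol orange as the 573 to 405 nm absorbance ratio. Arachidonic acid at 40 uM (final) was turned over for 30 min at room temperature by 150 nM human 12hLO, pH 7.0 Hepes buffer, after 15 min compound preincubation.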
RGS4 inh: Inhibitors of Regulator of G Protein Signaling (RGS) 4: qHTS | Transcreener GDP fluorescence polarization, RGS4-accelerated GTP hydrolysis | Regulator of G-protein signaling 4 (Homo sapiens), P49798 | 390,000 compounds, 0.039% hits | Potency, µM (titrated, usually from 114 µM), for the others: at the top dose activity change, negative = inhibition, hits mostly inhibitors; note: % is set by controls: 0 for no effect and ±100 for the full control effect; nearly all actives have a fitted effect of over 75% in size; some results filed as inactive show a strong effect at the top dose
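MLSMR compounds (23 nl, pin-transferred) preincubated 10 min at room temperature with a 500nM (2x) first reagent, then RGS4 at 900nM (2x) plus Transcreener GDP mix added; fluorescence polarization (620/688 nm) read before and after 90 min at 30 °C.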
ERG Ets-DNA blk: qHTS for Small Molecule Inhibitors of the ERG Ets/DNA interaction; fluorescence polarization, His-ERG Ets domain / labelled DNA; Potency, µM (highest dose often 76.9 µM), for the others: at the highest dose FP activity, negative = inhibition, most hits filed as inhibitors; AID 624246, 2012; 370,000 compounds, 0.028% hits; active = well fitted inhibition curve with a large enough effect in the polarisation, with a control signal flat; inconclusive = small, poorly fitted or top-dose-only effect, or effect the other way, or a change in a side signal; inactive = no such curve, though single readings can be large or run the other way; the % refers to the polarisation;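 note: polarization taken with two DNA probes labelled with fluorescein and Texas red; % of control where 0% means no effect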
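His-tagged ERG Ets domain (1 uM in the protein solution; 300mM KCl, 50mM Tris-HCl, 1mM EDTA, 1mM DTT, pH 7.5) received compound, then a probe mix of 5 nM fluorescein-DNA and 100nM Texas-615-DNA. Fluorescence polarization was read for both dyes.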
Tb PGK inh: qHTS Assay to Find Inhibitors of Phosphoglycerate Kinase; AID 602233, 2012; Potency, µM (series often up to 57.5 µM), without a hit: at the top dose activity change, negative = inhibition, usual class: inhibitors; 380,000 compounds, 0.043% hits; Phosphoglycerate kinase, glycosomal (Trypanosoma brucei brucei), P07378; PGK/GAPDH coupled, Kinase-Glo luminescence, 60 min; note: % is set by controls: 0 for no effect and ±100 for the full control effect; nearly all actives have a fitted effect of over 60% in size
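Recombinant glycosomal PGK reaction used 1,3-bisphosphoglycerate generated in-well by GAPDH (100nM final) in 100mM TEA pH 7.6, 5mM MgCl2, 0.01% Tween-20. After 60 minutes at room temperature, ATP was read by Kinase-Glo Plus luminescence end-point.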
HP1b binding inh: HTS for Inhibitors of HP1-beta Chromodomain Interactions with Methylated Histone Tails. Chromobox protein homolog 1 (Homo sapiens), P83916. AlphaScreen HP1-beta / biotin-H3K9me3 peptide binding. Potency, µM (doses to about 114 µM), for inactives: at the top dose activity change, negative = inhibition, hits mostly inhibitors. 390,000 compounds, 0.56% hits. AID 540317, 2011; note: nearly all actives have a fitted effect of over 70% in size; inactives centre near 23
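Compound inhibition of the preformed complex between 50 nM HP1-beta and 50 nM biotinylated H3K9me3 peptide was read by AlphaScreen. Buffer was PBS pH 7.4 with 0.01% Tween-20. Incubations ran 30 min at room temperature, with 10 ug/mL donor/acceptor beads.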
* hit, by the source's call; [ ] = another dose, or the depositor's remark. Unless noted, calls come from the whole dose curve; as a rule, active = well fitted curve in the direction sought with a large enough effect; inconclusive = small, poorly fitted or top-dose-only effect, or another doubt; inactive = no such curve, though single readings can be large; an effect the other way counts as inactive or inconclusive. Potency is the fitted concentration of half-maximal effect.

Sample of the layout:
CCOc1ccc(-c2cc(CCCC(=O)NCc3cccnc3)no2)cc1 was read as TrxR1 inh 21%[57.1 µM], JMJD2A Tudor -12%, GLS inhibitor 12%, Pin1 inh -1%, ALOX12 inh 15%, RGS4 inh 8%, ERG Ets-DNA blk 0%, Tb PGK inh -1% and HP1b binding inh 20%.
For CCn1c(=S)sc2c(=O)[nH]c(C)nc21 the results were TrxR1 inh -5%, JMJD2A Tudor -8%, GLS inhibitor -4%, Pin1 inh inconclusive, ALOX12 inh 28%, RGS4 inh -3%, ERG Ets-DNA blk -1%, Tb PGK inh 3% and HP1b binding inh 15%.
CCCCC12CN3CCN(CC(C3)/C1=N\NC(=O)c1ccccc1N)C2 was read as TrxR1 inh 10%[57.1 µM], JMJD2A Tudor -7%, GLS inhibitor 4%, Pin1 inh -8%, ALOX12 inh 1%, RGS4 inh 4%, ERG Ets-DNA blk -2%, Tb PGK inh -3% and HP1b binding inh 12%.

The list itself (from the top)
CCOc1ccc(-c2cc(CCCC(=O)NCc3cccnc3)no2)cc1 was read as TrxR1 inh 21%[57.1 µM], JMJD2A Tudor -12%, GLS inhibitor 12%, Pin1 inh -1%, ALOX12 inh 15%, RGS4 inh 8%, ERG Ets-DNA blk 0%, Tb PGK inh -1% and HP1b binding inh 20%.
For CCn1c(=S)sc2c(=O)[nH]c(C)nc21 the results were TrxR1 inh -5%, JMJD2A Tudor -8%, GLS inhibitor -4%, Pin1 inh inconclusive, ALOX12 inh 28%, RGS4 inh -3%, ERG Ets-DNA blk -1%, Tb PGK inh 3% and HP1b binding inh 15%.
CCCCC12CN3CCN(CC(C3)/C1=N\NC(=O)c1ccccc1N)C2 was read as TrxR1 inh 10%[57.1 µM], JMJD2A Tudor -7%, GLS inhibitor 4%, Pin1 inh -8%, ALOX12 inh 1%, RGS4 inh 4%, ERG Ets-DNA blk -2%, Tb PGK inh -3% and HP1b binding inh 12%.
For CCCCN(C(=O)CSCC(=O)Nc1ccc(OC)cc1)c1c(N)n(Cc2ccccc2)c(=O)[nH]c1=O the results were TrxR1 inh -13%, JMJD2A Tudor -15%, GLS inhibitor 5%, Pin1 inh 2%, ALOX12 inh -3%, RGS4 inh -24%, ERG Ets-DNA blk 3%, Tb PGK inh -1% and HP1b binding inh 16%.
`N#C/C(=C\c1cccs1)C(=O)NCc1cccnc1` gave TrxR1 inh 5%, JMJD2A Tudor -2%, GLS inhibitor 3%, Pin1 inh 0%, ALOX12 inh -12%, RGS4 inh 19%[11.4 µM], ERG Ets-DNA blk 1%, Tb PGK inh 3% and HP1b binding inh 44%[activator].
`CCc1ccccc1NC(=O)Cn1c(=O)n(CCCCCC(=O)NCc2ccc(C)cc2)c(=O)c2sccc21` gave TrxR1 inh 19%, JMJD2A Tudor -10%, GLS inhibitor -1%, Pin1 inh 6%, ALOX12 inh -26%, RGS4 inh -9%, ERG Ets-DNA blk 1% and HP1b binding inh 41%[activator].
Screening Cc1ccc(Cn2c(C3CCCN3c3nc(-c4cc(Cl)c(N)c(Cl)c4)cs3)nc3cc(Cl)c(Cl)cc32)cc1 (centres undefined) returned TrxR1 inh 9%, JMJD2A Tudor -21%, GLS inhibitor -1%, Pin1 inh 33%[activator], ALOX12 inh -2%, RGS4 inh -29%, ERG Ets-DNA blk -1%, Tb PGK inh 8% and HP1b binding inh -3%.
Screening O=S(=O)(NC1CCCCC1)c1ccc(Br)cc1 returned TrxR1 inh 7%[57.1 µM], JMJD2A Tudor 14%, GLS inhibitor 10%, Pin1 inh -3%, ALOX12 inh -29%, RGS4 inh 14%, ERG Ets-DNA blk 13%, Tb PGK inh 4% and HP1b binding inh 38%.
`O=C(Nc1ccccc1N1CCOCC1)c1cccc(S(=O)(=O)N2CCOCC2)c1` gave TrxR1 inh 4%, JMJD2A Tudor -4%, GLS inhibitor -4%, Pin1 inh -1%, ALOX12 inh 132%, RGS4 inh 1%, ERG Ets-DNA blk 4%, Tb PGK inh 6% and HP1b binding inh 49%[activator].
For CCOC(=O)N1CCN(C(=O)c2ccccc2CCc2ccccc2)CC1 the results were TrxR1 inh 3%, JMJD2A Tudor 0%, GLS inhibitor -5%, Pin1 inh 1%, ALOX12 inh -1%, RGS4 inh -17%, ERG Ets-DNA blk 10%, Tb PGK inh -1% and HP1b binding inh 18%.
COC(=O)c1nc2ccccn2c1F was read as TrxR1 inh -1%, JMJD2A Tudor -11%, GLS inhibitor 4%, Pin1 inh -3%, ALOX12 inh 2%, RGS4 inh -15%, ERG Ets-DNA blk -10%, Tb PGK inh -6% and HP1b binding inh 29%.
Cc1nc2ccc3nc(NC(=O)c4ccc(S(=O)(=O)N5CCOCC5)cc4)sc3c2s1 was read as TrxR1 inh 24%, JMJD2A Tudor -6%, GLS inhibitor 0%, Pin1 inh -2%, ALOX12 inh -1%, RGS4 inh 18%, ERG Ets-DNA blk -1%, Tb PGK inh 2% and HP1b binding inh 32%.
C=CCOc1ccccc1CNCCc1ccc(S(N)(=O)=O)cc1 was read as TrxR1 inh -7%, JMJD2A Tudor -19%, GLS inhibitor -2%, Pin1 inh -2%, ALOX12 inh 0%, RGS4 inh 23%, ERG Ets-DNA blk -1%, Tb PGK inh inactive and HP1b binding inh 21%.
Screening CCC(=O)Oc1c(S(=O)(=O)c2ccc(C)cc2)c(C)nn1C(C)(C)C returned TrxR1 inh -5%[57.1 µM], JMJD2A Tudor -8%, GLS inhibitor 0%, Pin1 inh 2%, ALOX12 inh 0%, RGS4 inh -19%, ERG Ets-DNA blk -14%, Tb PGK inh -8% and HP1b binding inh 51%[activator].
For Cc1ccc(OCC(=O)Nc2sc3c(c2C#N)CCC3)cc1 the results were TrxR1 inh 10%, JMJD2A Tudor -4%, GLS inhibitor 21%, Pin1 inh -3%, ALOX12 inh 13%, RGS4 inh 21%, Tb PGK inh 4%[11.5 µM] and HP1b binding inh 12%.
`CCNC(=O)CSc1nc2cc(S(=O)(=O)Nc3ccc(OC)cc3)ccc2o1` gave TrxR1 inh 19%, JMJD2A Tudor -16%, GLS inhibitor 10%, Pin1 inh 5%, ALOX12 inh 7%, RGS4 inh -2%, ERG Ets-DNA blk 2%, Tb PGK inh -6% and HP1b binding inh 17%.
`CCOC(=O)c1cnc2ccc(OC)cc2c1NCCN1CCOCC1` gave TrxR1 inh 7%, JMJD2A Tudor -15%, GLS inhibitor -6%, Pin1 inh -7%, ALOX12 inh 0%, RGS4 inh 0%, ERG Ets-DNA blk -6%, Tb PGK inh -9% and HP1b binding inh 17%.
Screening CCc1ccc(N2CC(c3nc4ccccc4n3Cc3ccccc3C)CC2=O)cc1 (centres undefined) returned TrxR1 inh 4%, JMJD2A Tudor -20%, GLS inhibitor 1%, Pin1 inh -1%, ALOX12 inh -21%, RGS4 inh 2%, ERG Ets-DNA blk -1%, Tb PGK inh -9% and HP1b binding inh 10%.
For COc1ccc2c(Sc3ccc(C)cc3)c(C(=O)NCC(C)c3ccccc3)[nH]c2c1 (centres undefined) the results were TrxR1 inh 5%, JMJD2A Tudor -9%, GLS inhibitor -5%, Pin1 inh 14%, ALOX12 inh -16%, RGS4 inh -28%, ERG Ets-DNA blk 1%, Tb PGK inh inactive and HP1b binding inh 40%[activator].
Screening COc1ccc(-n2c(C)cc(/C=C/c3nc(O)c([N+](=O)[O-])c(=O)[nH]3)c2C)cc1 returned TrxR1 inh 5%[57.1 µM], JMJD2A Tudor -3%[11.4 µM], GLS inhibitor -4%, Pin1 inh -1%, ALOX12 inh inconclusive, RGS4 inh -30%, ERG Ets-DNA blk 3%, Tb PGK inh -19% and HP1b binding inh inconclusive.
Screening O=C(C1=C(O)C(=O)N(c2ncccn2)C1c1ccc(Cl)cc1)c1ccco1 (centres undefined) returned TrxR1 inh 5%[57.1 µM], JMJD2A Tudor -22%, GLS inhibitor 17%, Pin1 inh -3%, ALOX12 inh inconclusive, RGS4 inh -9%, ERG Ets-DNA blk 7%, Tb PGK inh -5% and HP1b binding inh 18%.
For O=C(CNS(=O)(=O)c1ccc(Cl)c(C(F)(F)F)c1)NC1CCCCCC1 the results were TrxR1 inh 9%, JMJD2A Tudor 12%, GLS inhibitor -5%, Pin1 inh 14%, ALOX12 inh 0%, RGS4 inh -13%, ERG Ets-DNA blk -5%, Tb PGK inh -10% and HP1b binding inh 36%.

Only part of the results is shown. The share of hits here may be higher or lower than overall.
